# M5 antag – human M5 muscarinic receptor antagonists, primary screen, CHO cells, Fluo-8 calcium fluorescence | CHO-hM5 cells, ACh EC80 | inhibition, % at 3 µM | 0.59% of 360,000 active;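 active = inhibition above a per-plate cutoff, the mean of that plate's test compounds plus 3 SD, cut at about 27% in these data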;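 note: 0% = acetylcholine EC80 with DMSO and 100% = DMSO without agonist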
# CHRM1 PAM – human M1 muscarinic receptor positive allosteric modulators, primary screen, CHO-K1 cells, Fluo-8 calcium fluorescence, 1536-well; activation, % at 3 µM; CHO-K1 hM1, ACh EC20; 0% = ACh EC20, 100% = maximal ACh; 0.088% of 360,000 active; AID 588819, 2011; in the data active = activation above about 19%, passing the limit was not always enough
# Target sequence (P11229 whole entry, looked up): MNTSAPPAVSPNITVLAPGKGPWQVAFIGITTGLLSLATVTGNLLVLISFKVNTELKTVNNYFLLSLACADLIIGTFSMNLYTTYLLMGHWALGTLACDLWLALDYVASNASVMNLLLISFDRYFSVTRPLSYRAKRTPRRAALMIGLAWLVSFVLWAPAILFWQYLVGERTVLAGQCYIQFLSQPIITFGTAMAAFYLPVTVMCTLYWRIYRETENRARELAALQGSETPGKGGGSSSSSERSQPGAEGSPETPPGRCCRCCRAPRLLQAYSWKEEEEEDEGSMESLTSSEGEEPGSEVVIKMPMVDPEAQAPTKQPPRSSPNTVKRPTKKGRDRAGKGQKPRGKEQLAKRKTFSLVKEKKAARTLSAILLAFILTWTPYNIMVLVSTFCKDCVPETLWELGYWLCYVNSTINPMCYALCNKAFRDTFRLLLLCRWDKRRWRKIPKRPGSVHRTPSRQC
# CHRM4 PAM – human M4 muscarinic receptor positive allosteric modulators, primary screen, CHO-K1 cells, Fluo-8 calcium fluorescence; Muscarinic acetylcholine receptor M4 (Homo sapiens), P08173; CHO-K1 hM4/Gqi5, ACh EC20; 0% = ACh EC20, 100% = maximal ACh; activation, % at 3 µM; 0.4% of 360,000 active; AID 624126, 2012;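 active = activation above its plate's cutoff, the mean activation of sample wells plus 3 SD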; note: some results filed as inactive read as strong as hits
# Target sequence (P08173 whole entry, looked up): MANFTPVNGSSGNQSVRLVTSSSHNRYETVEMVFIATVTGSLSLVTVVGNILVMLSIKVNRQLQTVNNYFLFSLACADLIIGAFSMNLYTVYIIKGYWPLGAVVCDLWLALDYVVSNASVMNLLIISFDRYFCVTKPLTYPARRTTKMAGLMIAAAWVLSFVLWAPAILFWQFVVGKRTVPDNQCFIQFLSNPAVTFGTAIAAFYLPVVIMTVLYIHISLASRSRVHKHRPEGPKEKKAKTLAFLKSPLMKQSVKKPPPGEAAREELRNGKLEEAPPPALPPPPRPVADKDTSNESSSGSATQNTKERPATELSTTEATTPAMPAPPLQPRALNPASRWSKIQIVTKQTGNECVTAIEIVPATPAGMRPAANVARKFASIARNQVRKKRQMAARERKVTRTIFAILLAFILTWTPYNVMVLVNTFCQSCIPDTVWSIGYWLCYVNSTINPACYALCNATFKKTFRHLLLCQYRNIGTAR
# CRFR2-BP ag – agonists of CRF-BP/CRF-R2 complex, primary screen, cell-based, HEK293, calcium dye fluorescence, uHTS; calcium dye fluorescence (FLIPR); percent of saturating CRF peptide response; activation, % at 13.2 µM; 0.46% of 350,000 active;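 active = activation of at least 50%, plus an integration ratio under a set limit after plate pattern correction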;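 note: plate controls were neutral control wells without compound for no effect and CRF at EC100 for full effect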
# CHRM4 agonist – human M4 muscarinic receptor agonists, primary screen, CHO-K1 cells, Fluo-8 calcium fluorescence | Muscarinic acetylcholine receptor M4 (Homo sapiens), P08173 | CHO-K1 hM4/Gqi5; vehicle 0%, full acetylcholine response 100% | 0.14% of 360,000 active | AID 624127, 2012 | activation, % at 3 µM;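 active = activation above the run mean over all test wells plus 3 SD, cut at about 32% in these data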;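 note: peak over basal fluorescence ratio per well then scaled between controls; 0% = DMSO wells and 100% = acetylcholine at EC100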
# M4 antag – human M4 muscarinic receptor antagonists, primary screen, CHO cells, Fluo-8 calcium fluorescence; CHO-hM4 cells, ACh EC80; inhibition, % at 3 µM; 0.73% of 360,000 active; AID 624125, 2012;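 active = inhibition above its plate's cutoff, the mean inhibition of sample wells plus 3 SD, cut at about 27% in these data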;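 note: 0% = acetylcholine EC80 with DMSO and 100% = DMSO without agonist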
# CHRM5 agonist – human M5 muscarinic receptor agonists, primary screen, CHO-K1 cells, Fluo-8 calcium fluorescence. Muscarinic acetylcholine receptor M5 (Homo sapiens), P08912. CHO-K1 hM5 cells; 0% DMSO wells, 100% maximal acetylcholine response. activation, % at 3 µM. 0.19% of 360,000 active. AID 624037, 2012;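 active = activation above the run's mean over test compounds plus 3 SD, cut at about 23% in these data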;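 note: signal is peak over basal fluorescence ratio across the kinetic read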
# CRFR2-BP antag – antagonists of CRF-BP/CRF-R2 complex, primary screen, cell-based, HEK293, calcium dye fluorescence, uHTS; inhibition, % at 11.8 µM; CRF-induced calcium fluorescence; AID 588475, 2011; 0.59% of 350,000 active;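 active = inhibition of the ligand-induced calcium signal above about 50% at the single tested concentration, limit read from the data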
# CHRM5 PAM – human M5 muscarinic receptor positive allosteric modulators, primary screen, CHO-K1 cells, Fluo-8 calcium fluorescence; Muscarinic acetylcholine receptor M5 (Homo sapiens), P08912; CHO-K1 hM5, ACh EC20 PAM; 0% = ACh EC20, 100% = ACh EC100; activation, % at 3 µM; 0.3% of 360,000 active; AID 624038, 2012;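 active = activation above the run cutoff, the mean activation of all test compounds plus 3 SD, cut at about 18% in these data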
#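 Test system: CHO-K1 hM5 cells / Doses: single-point, 3 µM nominal / Times: Post-acetylcholine fluorescence recording 140 s / Technique: Fluo-8 calcium fluorescence / Measure: Max/basal fluorescence ratio as % of EC20–EC100 ACh window / Benchmarks: low control EC20 acetylcholine (0%), high control EC100 acetylcholine (100%) / Replicates: one well per compound, no replicates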
# * = called active by the depositor; x = not tested or not shown.
SMILES	M5 antag	CHRM1 PAM	CHRM4 PAM	CRFR2-BP ag	CHRM4 agonist	M4 antag	CHRM5 agonist	CRFR2-BP antag	CHRM5 PAM
O=C(O)c1ccc(CN2C[C@@H](CO)O[C@@H](n3cnc4c(Nc5ccccc5)ncnc43)C2)cc1	-1	12	5	x	2	-3	2	x	-5
Cc1[nH]n(-c2ccc([N+](=O)[O-])cc2)c(=O)c1/C=N/N1CCOCC1	1	10	9	-2.5	0	5	4	0	7
O=C(Cc1ccccc1)Nc1ncccn1	-1	4	9	-1.9	1	-6	2	13	13
CCOc1ccc(NCc2nnc(SCC(=O)Nc3cc(C)on3)n2-c2ccc(OC)cc2)cc1	3	15	5	-1.6	1	2	-1	8	4
COc1ccc(N2CCN(Cc3nc(Cc4cccc(F)c4)no3)C(C)C2)cc1 (stereo unspecified)	8	2	-7	-0.9	5	0	-6	-7	-4
Cc1cc(C(=O)COC(=O)c2ccc(F)cc2F)c(C)n1C1CC1	13	2	3	0.0	2	14	-2	-2	-2
CC(OC(=O)CCCc1nc2ccccc2s1)C(=O)NC(N)=O (stereo unspecified)	4	6	-1	-0.7	1	-5	4	-1	5
O=C(Nc1cc(S(=O)(=O)N2CCCCC2)ccc1Oc1ccccc1)C1=COCCO1	-5	-1	-9	0.5	1	-4	-3	-2	-3
CCOC(=O)C1C(O)=CC(=O)CC1c1ccccc1 (stereo unspecified)	4	6	-2	-0.8	1	8	4	5	3
Cc1ccccc1CCNC(=O)C1CCC(=O)N(C2CCCCCC2)C1 (stereo unspecified)	2	7	2	-1.3	4	2	3	-39	3
CCOc1ccc(S(=O)(=O)Nc2ccccc2C(=O)Nc2ccccc2N2CCOCC2)cc1	0	6	19	-0.6	1	-25	-2	19	0
C=CCC1(CC=C)CCCN1C(=O)c1cc(COc2cccc(OC)c2)on1	-9	-9	-11	2.0	7	10	-4	15	-6
COCCNC(=O)C1CCCN(Cc2cccc(C#N)c2)CC1 (stereo unspecified)	0	4	6	x	1	-1	-2	x	-1
O=C(NCCN1CCOCC1)C(Sc1ccccc1)c1ccccc1 (stereo unspecified)	12	-5	-4	0.5	0	3	-6	-10	-3
Cc1cccc(NC(=O)CSc2c3c(nc4ccccc24)CCC3)n1	3	-4	-8	-1.7	6	-1	-5	0	-8
O=C(Nc1cccc(S(=O)(=O)N2CCCC2)c1)c1cncc(Br)c1	8	4	-2	-0.5	8	-1	-1	0	2
CN(C)c1ccc(-c2noc(C3CCN(S(=O)(=O)c4ccc(C(=O)O)cc4)CC3)n2)cc1	0	6	0	-0.1	1	3	0	14	0
COc1ccc(S(=O)(=O)N2CCN(C(=O)C3CCCCC3)CC2)cc1	11	8	-1	0.8	0	7	-2	-2	-2
CCOc1cc(/C=N/Nc2nc(=O)[nH]nc2C)ccc1O	8	-1	2	-1.2	2	-9	4	-33	5
O=S(=O)(NCCc1cccs1)c1ccc(Br)cc1	9	2	-7	0.0	-1	1	-5	1	-3

# Pulled by structure from the list above (3):
SMILES	M5 antag	CHRM1 PAM	CHRM4 PAM	CRFR2-BP ag	CHRM4 agonist	M4 antag	CHRM5 agonist	CRFR2-BP antag	CHRM5 PAM
CCOc1ccc(NCc2nnc(SCC(=O)Nc3cc(C)on3)n2-c2ccc(OC)cc2)cc1	3	15	5	-1.6	1	2	-1	8	4
O=C(O)c1ccc(CN2C[C@@H](CO)O[C@@H](n3cnc4c(Nc5ccccc5)ncnc43)C2)cc1	-1	12	5	x	2	-3	2	x	-5
Cc1cc(C(=O)COC(=O)c2ccc(F)cc2F)c(C)n1C1CC1	13	2	3	0.0	2	14	-2	-2	-2

# (more compounds)
SMILES	M5 antag	CHRM1 PAM	CHRM4 PAM	CRFR2-BP ag	CHRM4 agonist	M4 antag	CHRM5 agonist	CRFR2-BP antag	CHRM5 PAM
COc1cccc(C2C([N+](=O)[O-])=C(N)Oc3cc(C)oc(=O)c32)c1 (stereo unspecified)	0	12	4	-1.3	0	-6	1	-2	8
COc1ccc(NC(=O)CSc2nc(=O)n(CCN(C)C)c3c2CCCC3)cc1	6	1	0	-0.5	0	-1	-2	-6	-9
CSc1nnnn1-c1cccc(O)c1	-6	11	-1	-3.2	1	5	2	8	10
O=C(CCNC(=O)N1CC(=O)Nc2ccccc21)NCc1cccc(Cl)c1	1	9	3	-0.3	1	12	-4	-11	-2
COC(=O)c1cc(C(=O)NCCCN2CCOCC2)cc([N+](=O)[O-])c1	3	2	1	1.1	1	-5	-3	-1	2
CC1CCCC(NC(=O)CN(C)CC(=O)Nc2cccc(F)c2)C1C (stereo unspecified)	-1	3	15	0.1	3	-19	1	-3	-1
CCOc1ccc(N(CC(=O)NC2CCCCC2)C(=O)CNC(=O)c2cccs2)cc1	4	21	2	-0.8	3	-3	1	15	5
COc1ccc(CC(=O)Nc2cc(S(=O)(=O)N3CCCCC3)ccc2OC(C)C)cc1OC	7	0	-6	-1.2	4	4	-1	5	-8
Cc1cccc(NC(=O)c2cc(-c3cc(C)c(C)cc3O)n[nH]2)c1	7	11	-1	0.8	9	-5	1	-3	-5
CCOc1ccccc1NC(=O)N1CCCC1C(=O)Nc1ccc(NC(C)=O)cc1 (stereo unspecified)	-1	2	0	0.1	0	-7	-3	7	8
COc1ccccc1N1CCN(CC(=O)NC(=O)NCc2ccccc2)CC1	12	2	0	-1.0	1	-3	1	12	1
CC1(C)Cc2ccccc2-c2nnc(SCC(=O)N3CCc4ccccc43)n21	5	-10	-4	0.1	4	0	0	22	-6
CC(C)C[C@H](NC(=O)c1[nH]cnc1C(=O)N[C@@H](C)C(=O)OCc1ccccc1)C(=O)OC(C)(C)C	3	1	2	-1.2	0	5	-8	25	-6
COc1ccccc1NC(=O)c1ccccc1SCC(=O)N1CCCC1	0	-4	0	-1.3	3	-1	2	4	0
CCOC(=O)[C@]12CCCC=C1N(Cc1cccc3ccccc13)C(=O)[C@H](CC(=O)NCC1CCCCC1)C2	-6	x	6	x	1	-30	-2	x	3
Cc1nc(/N=C(\N)N(C)C)[nH]c(=O)c1C	-1	9	1	0.0	1	-7	-2	1	-1
COc1ccc(S(=O)(=O)O/N=C2\CCSc3ccc(C)cc32)cc1	-3	7	11	0.7	0	-2	-3	26	0
CCN(/C=N/c1sc2c(c1C#N)CCCCC2)CC	8	1	0	3.1	-1	1	-4	-5	-6
CCOC(=O)[C@]12CCCC=C1N(Cc1ccc(Cl)cc1Cl)C(=O)[C@H](CC(=O)NCC13CC4CC(CC(C4)C1)C3)C2	5	x	-3	x	-1	-2	1	x	-6
O=C(COC(=O)/C=C/c1ccccc1)NC(=O)NCc1ccccc1	-2	5	8	1.5	0	-13	-1	4	-2
Cc1ccc(OC(=O)N(C)C[C@@H]2OCc3cn(nn3)CCCC(=O)N([C@H](C)CO)C[C@H]2C)cc1	-1	7	1	0.2	0	-1	1	1	1
Nc1cc(N)nc(SCC(=O)Nc2cccc(S(=O)(=O)N3CCCCC3)c2)n1	-4	-2	2	-1.0	2	-14	-2	9	11
N#Cc1ccc(S(=O)(=O)Nc2ccccc2N2CCOCC2)cc1	2	5	3	-0.5	4	-1	4	1	5
CC(C(=O)OCC(=O)N(C)C1(C#N)CCCCC1)N1C(=O)c2ccccc2C1=O (stereo unspecified)	1	0	7	-2.7	1	-2	1	11	6
COc1ccc(N2CC(C(=O)N/N=C/c3ccc([N+](=O)[O-])cc3)CC2=O)cc1 (stereo unspecified)	-5	-2	-7	-0.2	1	5	-2	-2	1
Cc1ccccc1CN1CCN(c2ccc(S(=O)(=O)N3CCCC3)cn2)CC1	11	-11	-2	1.0	0	-12	-6	-2	-6
Cc1ccc([C@@H]2C[C@H]3[C@@H](CN2S(=O)(=O)c2ccc(C)cc2)C(=O)C[C@@H](c2ccccc2)N3S(=O)(=O)c2ccc(C)cc2)cc1	1	1	2	6.0	0	-15	1	4	0
COc1ccc(-c2nc(-c3ccccc3)c(-c3cc([N+](=O)[O-])ccc3C)[nH]2)cc1O	0	8	6	-0.9	1	9	-6	-8	-5
Cc1c(C(O)CN2CCN(Cc3ccc4c(c3)OCO4)CC2)c2ccccc2n1C (stereo unspecified)	1	-4	-10	0.0	2	4	-3	-11	2
O=C(NCc1ccc(OC(F)(F)F)cc1)C1CC(c2c(Cl)cccc2Cl)=NO1 (stereo unspecified)	7	-7	4	0.2	1	3	6	-4	6
CC1CCCN(CCCNC(=O)c2cc3c(Cl)nc4ccccc4c3s2)C1 (stereo unspecified)	7	0	1	0.3	1	4	-4	-7	0
CCCOc1ccc(F)cc1-c1cc(C(=O)Nc2cc(OC)c(OC)c(OC)c2)[nH]n1	13	-3	3	x	8	-10	2	x	0
CN(C)S(=O)(=O)c1cccc(C(=O)NCCCn2ccnc2)c1	7	4	-6	0.5	0	12	2	5	3
CC(=O)c1cccc(NC(=O)N(c2ccccc2)c2ccccc2)c1	-8	11	-4	-0.6	2	4	5	-1	2
COc1ccc(NC(=O)Nc2cccc3c2O[C@H](CN(C)S(C)(=O)=O)[C@@H](C)CN([C@H](C)CO)C3=O)cc1	10	3	8	-0.6	2	1	-3	-4	4
CC1CC1C(=O)N(C)CC(=O)Nc1cccc(F)c1 (stereo unspecified)	5	9	4	-0.2	1	-8	2	0	2
COc1ccc(/C=N\NC(=O)CCN2CCN(c3ccccc3)CC2)cc1OC	-7	10	5	-1.2	2	-9	-5	29	0
O=C(c1cc[n+]([O-])cc1)N1CCc2c([nH]c3ccccc23)C1c1ccccc1Cl (stereo unspecified)	18	0	0	-0.1	12	-1	-6	-49	-8
Cc1ccc(NS(=O)(=O)c2ccc(-n3cccn3)cc2)nc1	-6	4	2	-0.5	1	-6	-1	3	6
COc1ccc(C(C)(NC(C)=O)c2nc(-c3cccc(C(F)(F)F)c3)cs2)cc1 (stereo unspecified)	-5	3	0	x	0	-7	-2	x	2
Cc1ccc(C(=O)NCC(=O)OCC(=O)Nc2cc(S(=O)(=O)N3CCOCC3)ccc2C)cc1	2	6	13	-0.9	1	-22	0	2	-3
COc1ccc(O)c(/C=N/NC(=O)c2ccc(N3CCCC3=O)cc2)c1	3	5	-6	0.1	2	-4	-3	0	-2
Cc1ccccc1NC(=S)NC1CCCC1	7	11	-2	-3.4	0	2	-7	8	0
COc1ccc(NC(=O)CC2SC(=NCC3CCCO3)NC2=O)cc1 (stereo unspecified)	6	7	-1	0.4	0	2	2	3	2
CC(NC(=O)C1(c2cccs2)CCOCC1)c1ccccc1 (stereo unspecified)	0	7	-9	-1.1	0	15	-2	-12	-3
Cc1ccc2nnn(Cc3cccc(C(C)(C)C)c3O)c2c1	21	-12	-13	-2.2	11	0	0	-7	-18

# Compound activity deposited in PubChem BioAssay by several laboratories.
